Siah-1 displacement – blockers of Siah-1 interaction with plectin peptide – biochemical, fluorescence polarization, rhodamine-plectin, uHTS, primary screen (AID 1817). actives 0.02% (n = 290,000). Siah-1 / rhodamine-plectin peptide fluorescence polarization; higher % means a stronger effect. displacement, % at 20 µM; hits with a dose series show IC50 in µM;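 active = displacement of at least 50% at 20 µM, with a fluorescence ratio check between 0.3 and a set limit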;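 also: plate controls were Siah plus tracer with DMSO for no effect and tracer alone without Siah for full effect; strong numbers were not always called active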
Salmonella PhoP GFP – inhibitors of PhoP regulon expression, primary screen, Salmonella Typhimurium, GFP reporter (AID 1863). S. Typhimurium PhoP-regulated promoter GFP reporter, 4 h; higher % means a stronger effect. inhibition, % at 50 µM; hits with a dose series show IC50 in µM. actives 0.16% (n = 300,000);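 active = inhibition over 29.93%, a cutoff 3 SD above the screen mean, later confirmed by dose response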;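 also: 0% = low Mg2+ inducing control and 100% = high Mg2+ repressing control; strong numbers were not always called active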
Myeloid diff 2 – compounds promoting myeloid differentiation. ER-HoxA9 myeloid progenitors, lysozyme-GFP differentiation, flow cytometry. calls only at 10 µM. actives 1% (n = 360,000);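 active = normalized GFP-positive differentiation at or above the plate's own cutoff, the solvent-only control mean plus 3 SD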;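 also: cells exposed to compound for four days before flow analysis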
KOR beta-arrestin-1 – KOR antagonists, beta-arrestin recruitment, cell-based, luminescence, uHTS (AID 1778). KOR beta-arrestin recruitment, luminescence, antagonist mode; higher % means a stronger effect. inhibition, % at 10 µM, or IC50 in µM where a hit was titrated. actives 0.091% (n = 290,000); also: strong numbers were not always called active
NOD1 NF-kB reporter – inhibition of NOD1-driven NF-kB reporter – cell-based, luminescence, uHTS, primary screen (AID 1578); NOD1-driven NF-kB luciferase reporter cells, luminescence; higher % means a stronger effect; one-dose inhibition, % at 4 µM; EC50 in µM for titrated hits; actives 1% (n = 290,000); in the data active = inhibition mostly above about 36%, no sharp cut-off; inactive = mostly below about 34%;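 also: HEK-293T reporter cells stimulated with the NOD1 agonist gamma-tri-DAP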
HEK293 NOD2/NF-kB – inhibition of NOD2-driven NF-kB reporter – cell-based, luminescence, uHTS, HEK293 (AID 1566); actives 0.63% (n = 290,000); inhibition, % at 4 µM; hits with a dose series show EC50 in µM; HEK293 NOD2/NF-kB luciferase reporter, luminescence; higher % means a stronger effect; also: many of its hits are not listed in these tables
LYP inhibition – PTPN22 lymphoid phosphatase activity blockers – biochemical, fluorescence intensity, uHTS (AID 1779) | recombinant LYP phosphatase, fluorescence intensity; higher % means a stronger effect | inhibition, % at 11.5 µM, or IC50 in µM where a hit was titrated | actives 0.054% (n = 290,000);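 also: plate controls were vehicle with enzyme for no effect and no enzyme for full effect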
KOR beta-arrestin-2 – kappa opioid receptor activators – cell-based, luminescence, uHTS, primary screen (AID 1777) | KOR beta-arrestin recruitment, luminescence; higher % means a stronger effect | one-dose activation, % at 10 µM; EC50 in µM for titrated hits | actives 0.02% (n = 280,000); in the data active = activation above about 50%, passing the limit was not always enough; also: a part of the inactive calls stands beside numbers as strong as those of hits
HIV peptide binding – inhibitors of HIV fusion peptide binding, primary screen, biochemical, uHTS, fluorescence dequenching (AID 1986); cell-free peptide binding, fluorescence dequenching, 30 min; higher % means a stronger effect; inhibition, % at 20 µM, or IC50 in µM where a hit was titrated; actives 0.3% (n = 290,000); in the data active = inhibition mostly above about 52%, no sharp cut-off; inactive = mostly below about 76%; also: some results filed as inactive read as strong as hits
Myeloid diff 2 GFP+ MAC1+ % – further read-out of Myeloid diff 2, marked with its call; GFP+ MAC1+ double positive, %; measured here: differentiation confirmed by MAC1 staining
* = called active by the depositor; i = inactive; . = no result given; [ ] = dose if it differs, or a comment. Rule as the data show it, unless noted: active = inhibition above about 50%; inactive = the rest.

SMILES | Siah-1 displacement | Salmonella PhoP GFP | Myeloid diff 2 | Myeloid diff 2 GFP+ MAC1+ % | KOR beta-arrestin-1 | NOD1 NF-kB reporter | HEK293 NOD2/NF-kB | LYP inhibition | KOR beta-arrestin-2 | HIV peptide binding
COc1ccc(OC)c(NC(=O)c2cccnc2)c1 | -1% | 1% | i | 0.8 | -8%[20 µM] | -34% | -8% | 0% | -6.9% | -1.5%
COc1ccc(CNC(=O)c2cnc(C)cn2)c(OC)c1 | -5% | 14% | i | 8.1 | -4% | -4% | 15% | -6% | -3.7% | 2.4%
Cc1ccc(-c2cc(N)n(Cc3ccc(Cl)cc3)n2)cc1 | 2% | -5% | i | 1.2 | -16% | 37% | 1% | 7% | 1.8% | -0.3%
CC(=O)N1c2ccccc2C(C)CC12CCCCC2 (stereo not given) | 1% | 7% | i | 0.6 | 51% | -26% | 2% | -4% | 1.6% | -0.5%
Cc1ccc(NC(=O)C2SC(=Nc3ccccc3)C(C(=O)Nc3ccc(Cl)cc3)=C2N)cc1 (stereo not given) | 3% | -4% | i | 0.5 | -2% | -41% | -15% | 2% | -1.8% | 5.7%
CC(C)(C)C(=O)C1=C(O)C(=O)N(Cc2ccccc2)C1c1ccccc1F (stereo not given) | 4% | -1% | i | 0.9 | -29%[20 µM] | -11% | -1% | -9% | -2.7% | 2.6%
Cc1cc(=O)oc2cc(OCC(=O)NC3CCCC3)ccc12 | 3% | 7% | i | 2.5 | 13%[20 µM] | 2% | 16% | -6% | -4.6% | -0.1%
Cc1nsc(N)c1C(=O)O | 3% | -13% | i | 0.4 | 2% | -7% | 18% | -13% | . | -0.8%
NS(=O)(=O)c1ccc(S(=O)(=O)NCCc2ccccc2)cc1 | -5% | -3% | i | 0.9 | -20% | -22% | -8% | -6% | -6.4% | 22%
O=C(COc1ccc(Cl)cc1)NCc1nnc2c3ccccc3c(-c3ccccc3)nn12 | 8% | -7% | i | 0.5 | -2% | -25% | 9% | -3% | 5.1% | -2.9%
CCn1c(C)nc2cc(C(=O)OC)ccc21 | 6% | -3% | i | 0.2 | -27%[20 µM] | -52% | -7% | -6% | . | 1.2%
Cn1c(=O)[nH]c(=O)c2c1nc(NCCc1ccccc1)n2CC(O)COc1ccccc1 (stereo not given) | -9% | -7% | i | 1.1 | -23% | -2% | 2% | -14% | -1.2% | -1.3%
COCCn1c(C)cc(C(=O)Cn2nc(C(=O)O)c3ccccc3c2=O)c1C | 2% | 1% | i | 0.3 | 6% | -48% | 23% | -2% | -5.0% | 0.4%
CC(NC(=O)c1nn(C)c(=O)c2ccccc12)c1ccccc1 (stereo not given) | -1% | 6% | i | 1.3 | 41% | -12% | 12% | -1% | 4.2% | -2.3%
O=C(NC(=O)c1ccccc1)Nc1ccccc1O | 2% | 2% | i | 1.7 | 9% | -11% | -107% | -8% | -2.4% | 2.7%
NNC(=O)c1cc2c(ccc3ccccc32)o1 | -4% | -7% | i | 0.1 | -68%[20 µM] | 14% | -12% | -9% | 0.6% | -1.5%
CCC(c1c(C)n(C)n(-c2ccccc2)c1=O)c1c(C)n(C)n(-c2ccccc2)c1=O | 0% | 5% | i | 2.3 | 2% | -5% | 15% | -5% | -2.5% | -1.6%
CCOC(=O)c1ccc(-c2c(-c3ccc4c(c3)OCO4)noc2-c2ccsc2)cc1F | -2% | 3% | i | 0.8 | -6%[20 µM] | 11% | -4% | -1% | -1.8% | 0.0%
CC(CCc1ccccc1)NC(=O)CN1CCc2ccccc2C1 (stereo not given) | 4% | 2% | i | 1.1 | 7% | -32% | -14% | -5% | -2.4% | -1.3%
CC1CN(C(=S)Nc2ccccc2)N(c2ccccc2)C1 (stereo not given) | 1% | -4% | i | 0.1 | -9% | -4% | 0% | -7% | 1.1% | 0.6%
C=CCN=C1N[C@@H](c2ccccc2)C(C(=O)OC)=C(C)N1CC | 3% | 8% | i | 1.2 | 9%[20 µM] | -11% | -3% | -8% | -2.7% | -1.1%
Cc1nc2ccccc2nc1N1CCCC1 | -5% | -5% | i | 0.4 | 1% | -14% | -17% | -9% | 2.3% | 0.3%
O=C1CN(c2ccccc2)C(=S)N1C(=O)c1ccc(Br)cc1 | -1% | -2% | i | 0.1 | -36%[20 µM] | -35% | -94% | -4% | 4.6% | 14%
COc1ccc2nc(N/C(N)=N/C(=S)Nc3cccc(C)c3)nc(C)c2c1 | -6% | -7% | i | 1.2 | 8% | 51%* | 23% | 8% | 7.6% | 1.7%
Brc1ccc(-n2cc(-c3ccccc3)c3c(NN4CCOCC4)ncnc32)cc1 | -6% | -3% | i | 0.8 | 3% | -23% | 21% | -3% | 2.9% | 0.8%
O=C(NC(=O)c1c(F)cccc1F)Nc1ccccc1SC(F)F | -5% | -11% | i | 1.1 | 5% | 7% | 19% | -11% | -0.1% | 0.9%
O=C(CSCc1ccc(Cl)cc1)Nc1cccc(C(=O)Nc2ccccc2C(=O)O)c1 | 5% | 0% | i | 0.8 | -12% | -28% | 8% | 0% | -0.3% | 52%
CCCNC(=O)CCc1c(C)nc2nc(-c3cc(OC)cc(OC)c3)nn2c1C | -2% | -4% | i | 0.6 | 2% | 19% | 1% | -8% | -1.9% | -1.4%
Cc1c(C(=O)NCCSCc2c(F)cccc2Cl)cnn1-c1ccc(Cl)cc1 | 2% | -6% | i | 0.3 | 10% | -8% | 24% | 2% | 4.1% | -1.7%
Cc1c(C(=O)Nc2ccc(S(N)(=O)=O)cc2)oc2ccc(Cl)cc12 | 12% | 2% | i | 0.2 | -80%[20 µM] | 20% | -2% | -10% | 6.9% | -0.3%

Next part, overlapping the part above by three compounds.
SMILES | Siah-1 displacement | Salmonella PhoP GFP | Myeloid diff 2 | Myeloid diff 2 GFP+ MAC1+ % | KOR beta-arrestin-1 | NOD1 NF-kB reporter | HEK293 NOD2/NF-kB | LYP inhibition | KOR beta-arrestin-2 | HIV peptide binding
CCCNC(=O)CCc1c(C)nc2nc(-c3cc(OC)cc(OC)c3)nn2c1C | -2% | -4% | i | 0.6 | 2% | 19% | 1% | -8% | -1.9% | -1.4%
Cc1c(C(=O)NCCSCc2c(F)cccc2Cl)cnn1-c1ccc(Cl)cc1 | 2% | -6% | i | 0.3 | 10% | -8% | 24% | 2% | 4.1% | -1.7%
Cc1c(C(=O)Nc2ccc(S(N)(=O)=O)cc2)oc2ccc(Cl)cc12 | 12% | 2% | i | 0.2 | -80%[20 µM] | 20% | -2% | -10% | 6.9% | -0.3%
CCCn1c(N)c(C(=O)CSc2nc3ccccc3n2CCC#N)c(=O)n(C)c1=O | 1% | 4% | i | 0.8 | -18% | -44% | 8% | -9% | -0.1% | -3.8%
O=C(N/C(=C\c1ccc(O)cc1)C(=O)N1CCCCC1)c1ccccc1 | -3% | 5% | i | 0.5 | 22% | -12% | 2% | -6% | -2.6% | 0.4%
COc1ccc(CN(Cc2cccn2C)S(=O)(=O)c2ccc(C)cc2)cc1 | 0% | -6% | i | 0.3 | -1% | -6% | 9% | -4% | . | 0.0%
Cc1nn(-c2ccccc2)c(C)c1C(=O)NCc1cccs1 | 4% | -8% | i | 0.7 | -8% | -16% | 15% | 2% | 9.4% | -1.0%
CCOc1ncccc1C(=O)OCC(=O)Nc1ccc(C(N)=O)cc1 | 8% | -7% | i | 1.3 | 3% | 5% | 15% | -5% | 0.9% | -0.7%
O=C(c1ccc2c(c1)OCO2)N1CCN(c2ccc(Cl)cc2)CC1 | 1% | -8% | i | 6.4 | 72% | -22% | 5% | -7% | 0.3% | -0.9%
NC(=O)C1CCN(CC(O)COCc2ccccc2Cl)CC1 (stereo not given) | -1% | 3% | i | 0.7 | -10% | -24% | -8% | -10% | -6.0% | -0.8%
CCCCn1c(SCC(N)=O)nc2c(sc3ccccc32)c1=O | 30% | -5% | i | 1.8 | -9% | -11% | 5% | 3% | 0.0% | 2.6%
COCCCNC(c1ccccc1)c1ccncc1 (stereo not given) | 3% | 6% | i | 0.7 | -12% | -23% | 7% | -7% | -7.3% | 2.5%
CCn1c2ccccc2c2cc(NC(=O)COc3ccc(OC)cc3)ccc21 | 4% | -2% | i | 0.9 | -30% | 16% | 37% | 10% | 2.8% | -1.6%
COc1cccc(-c2cc(C(=O)N3CCN(Cc4ccc5c(c4)OCO5)CC3)on2)c1 | 26% | . | i | 1.8 | 18%[20 µM] | -2% | 0% | -1% | -2.7% | -1.1%
CCCCCc1nc(N)c(C#N)c(-c2ccco2)c1CCCC | 1% | -16% | i | 0.6 | 3% | -9% | 18% | -1% | -1.9% | 2.9%
COc1ccc(NC(=O)C/C(C)=N/NC(=O)COc2ccc(OC)cc2)cc1 | 2% | 5% | i | 1.5 | -24% | -23% | -6% | -7% | 0.5% | -1.3%
O=C(NNC(=S)NC(=O)c1cccs1)c1ccc(O)cc1 | -10% | -2% | i | 1.0 | 28% | -28% | -9% | -2% | -3.6% | 6.0%
Cc1ccn2cc(CCNC(=O)COc3ccccc3)nc2c1 | 1% | -10% | i | 0.5 | 17% | -5% | 4% | -9% | 5.6% | -0.9%
Cc1cc(C(=O)N(C)C2CCCCC2)no1 | -1% | 2% | i | 1.0 | -10% | -45% | -4% | -11% | 7.0% | -0.3%
Cn1cccc1C(=O)NCc1ccc(S(N)(=O)=O)cc1 | 5% | -3% | i | 0.2 | 15% | 2% | -2% | -12% | 0.9% | 0.6%
COc1cc2c(cc1C=O)OC(C)C2 (stereo not given) | 2% | 1% | i | 0.8 | -12% | -41% | -10% | -8% | -4.7% | -0.1%
O=C(CSc1nnc(CNC(=O)c2ccccc2)o1)Nc1ccc2c(c1)OCO2 | 7% | 6% | i | 6.0 | 4% | -31% | 13% | -7% | 0.7% | 0.3%
Cc1ccc(N(CC(=O)NCc2ccccc2)C(=O)c2csnn2)c(C)c1 | -2% | 0% | i | 1.5 | -31% | -39% | -19% | -9% | 1.8% | 0.7%
Cc1cc(C)c2c(N)c(C(=O)NC3CC3)sc2n1 | -6% | -13% | i | 0.6 | 21% | 12% | 21% | -10% | -3.5% | -1.3%
O=C(NCc1n[nH]c(=S)n1-c1ccccc1)c1ccco1 | -2% | -12% | i | 0.7 | -9% | -15% | 19% | -6% | 9.6% | -2.4%
O=C(Cc1ccccc1)Nc1nnc(-c2cccs2)s1 | 7% | -7% | i | 0.8 | 19% | -26% | -16% | -5% | -0.6% | 2.6%
COc1ccc(C(=O)N/N=C(\C)CC(=O)Nc2ccc3ccccc3c2)c(OC)c1 | -2% | 4% | i | 2.9 | -50% | 13% | 1% | -4% | 3.8% | 0.0%
CCCOC(=O)c1ccc(NC(=O)c2cn(CC)c3nc(C)ccc3c2=O)cc1 | 2% | -1% | . | . | 7% | -10% | 7% | -8% | -0.8% | 2.5%

An excerpt from above in order of the HEK293 NOD2/NF-kB value, low to high.
mol,Siah-1 displacement,Salmonella PhoP GFP,Myeloid diff 2 GFP+ MAC1+ %,KOR beta-arrestin-1,NOD1 NF-kB reporter,HEK293 NOD2/NF-kB,LYP inhibition,KOR beta-arrestin-2,HIV peptide binding
COc1cc2c(cc1C=O)OC(C)C2 (stereo not given),2%,1%,0.8,-12%,-41%,-10%,-8%,-4.7%,-0.1%
Cc1cc(C(=O)N(C)C2CCCCC2)no1,-1%,2%,1.0,-10%,-45%,-4%,-11%,7.0%,-0.3%
O=C(NCc1n[nH]c(=S)n1-c1ccccc1)c1ccco1,-2%,-12%,0.7,-9%,-15%,19%,-6%,9.6%,-2.4%

Not all compounds are listed; count on the stated rates, not on these rows.
